Source: PubChem BioAssay
FUS suppressor – qHTS for Suppressors of FUS Proteinopathy: Primary screen using FUS-linked yeast assay. S. cerevisiae FUS-expressing, growth rescue, OD600, 24 h. Potency, µM (doses to about 76.6 µM), inactives show top-dose growth rescue (activation), most hits filed as activators. 390,000 tested, 0.24% active;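 further: potency means the concentration at half of the fitted maximal effect; plate controls were DMSO vehicle for no effect and reference control for full effect; nearly all actives have a fitted effect of over 55% in size; some results filed as inactive show a strong effect at the top dose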
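Toxicity suppression screen in FUS-yeast. Cells induced with 2% galactose, starting OD 0.005, treated 24hr at 30C with compounds at multiple final concentrations; growth by OD600.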
EPAC2 antagonist – qHTS for Antagonist of cAMP-regulated guanine nucleotide exchange factor 2 (EPAC2): primary screen; AID 720708, 2013; Rap guanine nucleotide exchange factor 4 (Homo sapiens), Q8WZA2; 360,000 tested, 0.18% active; Potency, µM (doses to about 114 µM), for inactives: at the highest dose activity, negative = inhibition, actives largely listed as inhibitors; EPAC2 GEF exchange of Rap1B-BODIPY-GDP, fluorescence; further: potency means the concentration at half of the fitted maximal effect; on the % scale 0 is the no-effect control and ±100 the full control effect; nearly all actives have a fitted effect of over 45% in size; many of its hits are not listed in these tables
Target sequence (Q8WZA2 whole entry, looked up): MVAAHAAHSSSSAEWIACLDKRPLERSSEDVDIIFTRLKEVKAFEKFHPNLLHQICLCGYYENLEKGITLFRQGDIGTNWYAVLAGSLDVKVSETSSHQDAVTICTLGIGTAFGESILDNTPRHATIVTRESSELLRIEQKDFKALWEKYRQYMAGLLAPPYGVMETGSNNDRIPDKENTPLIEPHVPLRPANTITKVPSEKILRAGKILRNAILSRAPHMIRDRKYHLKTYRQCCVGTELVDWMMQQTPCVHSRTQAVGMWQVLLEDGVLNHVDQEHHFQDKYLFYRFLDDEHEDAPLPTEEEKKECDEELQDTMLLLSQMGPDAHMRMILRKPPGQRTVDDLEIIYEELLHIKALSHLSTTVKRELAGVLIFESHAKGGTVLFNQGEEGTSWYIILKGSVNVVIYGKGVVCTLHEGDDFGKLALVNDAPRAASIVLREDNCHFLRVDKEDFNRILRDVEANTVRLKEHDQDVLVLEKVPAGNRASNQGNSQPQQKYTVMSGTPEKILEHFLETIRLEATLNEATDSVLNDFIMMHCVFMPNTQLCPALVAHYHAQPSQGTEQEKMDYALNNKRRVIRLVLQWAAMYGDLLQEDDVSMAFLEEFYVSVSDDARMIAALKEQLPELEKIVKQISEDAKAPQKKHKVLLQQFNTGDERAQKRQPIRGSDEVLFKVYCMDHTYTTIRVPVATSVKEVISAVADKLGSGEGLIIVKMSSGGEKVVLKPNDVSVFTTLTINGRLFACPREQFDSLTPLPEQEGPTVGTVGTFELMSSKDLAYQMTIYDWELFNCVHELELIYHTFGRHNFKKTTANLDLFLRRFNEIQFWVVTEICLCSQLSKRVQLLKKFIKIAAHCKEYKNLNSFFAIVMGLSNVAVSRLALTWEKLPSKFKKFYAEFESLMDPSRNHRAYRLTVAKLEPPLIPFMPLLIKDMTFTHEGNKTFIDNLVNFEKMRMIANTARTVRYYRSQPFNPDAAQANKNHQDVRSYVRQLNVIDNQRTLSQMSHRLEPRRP
TDP-43 yeast inh – qHTS of TDP-43 Inhibitors | TDP-43 expressing yeast growth rescue, BacTiter-Glo, 24 h | Potency, µM (doses to about 46.1 µM), without a hit: at the top dose growth rescue (activation), most hits filed as activators | 410,000 tested, 1.8% active | AID 652104, 2013; further: potency means the concentration at half of the fitted maximal effect; % of control where 0% means no effect; nearly all actives have a fitted effect of over 50% in size
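Growth rescue of TDP-43-toxic yeast measured as ATP luminescence (BacTiter-Glo). Cells grown to mid-log in raffinose, induced in galactose at OD600=0.02, exposed to compound 24 hr at 30 deg C.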
DRD3 agonist – qHTS of D3 Dopamine Receptor Agonist: qHTS; max activation, %; AID 652048, 2013; D(3) dopamine receptor (Homo sapiens), P35462; D3R DiscoveRx beta-arrestin cells, luminescence, 90 min; 410,000 tested, 0.58% active; in the data active means max activation above about 30%; further: 0% is about no effect; mostly tested at two doses, the higher about 12 µM
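Cells at 1500/well, incubated overnight, then treated with pinned compounds (dopamine as control) for 90 min at 37 degrees C. DiscoveRx reagent added for 30 - 60 minutes at room temperature; luminescence read.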
aSyn yeast inh – qHTS of alpha-syn Inhibitors. Potency, µM (titrated, usually from 46.1 µM), for the others: at the top dose growth rescue (activation), most hits filed as activators. 370,000 tested, 0.14% active. AID 652106, 2013. Yeast expressing alpha-synuclein, growth rescue, BacTiter-Glo, 24 h; further: potency means the concentration at half of the fitted maximal effect; % of control where 0% means no effect; nearly all actives have a fitted effect of over 65% in size
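Galactose-induced alpha-syn yeast (OD600=0.02, raffinose-pregrown) + pinned cpd, 24 hr, 30 deg C; growth by BacTiter-Glo luminescence. Growth restoration scores as activation.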
EPAC2 ag – qHTS for Agonist of cAMP-regulated guanine nucleotide exchange factor 4 (EPAC2): primary screen | Potency, µM (top dose mostly 154 µM), without a hit: top-dose activation, usual class: activators | Rap guanine nucleotide exchange factor 4 (Homo sapiens), Q8WZA2 | EPAC2 activation, biochemical qHTS; response scale: 100% = 6.5 mM cAMP response | AID 720711, 2013 | 360,000 tested, 0.079% active; further: potency means the concentration at half of the fitted maximal effect; nearly all actives have a fitted effect of over 50% in size
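EPAC2 (100 nM) mixed with Rap1B loaded with BODIPY-GDP (250 nM) plus 50 uM unlabeled GDP; compounds pinned in, 5 min RT, then read every 5 min for 30 min (ex 480, em 540 nm). Normalized to cAMP control.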
D3 antag – qHTS of D3 Dopamine Receptor Antagonist: qHTS | D3R cells, DiscoveRx beta-arrestin luminescence, antagonist mode; active compounds read low | max response, negative = inhibition, % | 360,000 tested, 2.5% active | AID 652054, 2013; in the data active means max response below about -50%; inconclusive means no clear call, values can overlap the other calls; further: on the % scale 0 is the no-effect control and ±100 the full control effect; mostly tested at two doses, the higher about 12 µM
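Cells expressing the human receptor were seeded at 1500 cells/well, incubated overnight at 37 degrees C in 5% CO2, then exposed to library compounds with dopamine controls for 90 minutes at 37 degrees C before luminescent detection.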
Abeta yeast res – qHTS for compounds that reverse cellular toxicity of Amyloid beta (A-beta) peptide in yeast: Primary Screen; yeast expressing A-beta42, growth rescue, OD600, 48 h; response scale: 0% DMSO, 100% iron-clioquinol control; Potency, µM (highest dose often 46.1 µM), for the others: top-dose growth rescue, hits mostly activators; 410,000 tested, 0.063% active; further: potency means the concentration at half of the fitted maximal effect; nearly all actives have a fitted effect of over 55% in size
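Growth rescue measured by 600 nm absorbance after 48 h yeast culture at 30 C with compound. Values normalized between DMSO and an equimolar ferric chloride plus clioquinol control.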
The depositor's hits bear a star; ? = inconclusive; / = not tested or not shown; [ ] = remark or other dose. Unless noted, the call rests on the fitted dose curve; in most records, active means well fitted curve in the direction sought with a large enough effect; inconclusive means small, poorly fitted or top-dose-only effect, or another doubt; inactive means no such curve, though single readings can be large; an effect the other way counts as inactive or inconclusive. Some of the compounds tested; count on the stated rates, not on these rows.

SMILES	FUS suppressor	EPAC2 antagonist	TDP-43 yeast inh	DRD3 agonist	aSyn yeast inh	EPAC2 ag	D3 antag	Abeta yeast res
Cc1ccc(CCN2CC(C(=O)NC3CCCCC3)CC2=O)cc1 (stereo not given)	30%	2%	-23%	1	11%	1%	3	-6%
Cc1ccc(S(=O)(=O)N2CCN(C(=O)COC(=O)C3CCC3)CC2)c(C)c1	-11%	12%	0%	4	11%	-2%	-5	20%
CCOC1=C2[C@@H](CN(S(=O)(=O)c3ccc(C)cc3)[C@H]2c2cccc3ccccc23)[C@H]2C(=O)N(CC)C(=O)[C@H]2C1	?	-11%	14%	2	2%	4%	-10	1%
O=S(=O)(c1ccccc1)N1C2CCC1CC(O)(c1cccnc1)C2 (stereo not given)	-7%	-2%	9%	0	0%	2%	9	4%
N/C(CS(=O)(=O)c1ccccn1)=N\OC(=O)c1ccccc1Cl	-7%	-2%	-7%	3	3%	-6%	8	-5%
Cc1nc2ccccn2c1C(=O)NNC(=S)Nc1ccccc1	18%	-2%	-4%	-2	1%	1%	-27	-4%
COc1cccc(C(=O)Oc2ccc(/C=N/Nc3ccc(C(=O)O)cc3)cc2OC)c1	16%	?	/	-9	0%	4%	0	1%
Cc1ccc(C)c(OCCC(=O)OCC(=O)c2ccc3c(c2)NC(=O)CO3)c1	-10%	12%	13%	4	-1%	-4%	-2	4%
CCN(CC(=O)Nc1ccc(NC(C)=O)cc1)C(=O)CCCc1nc2ccccc2s1	0%	4%	-12%	1	-3%	-3%	6	-6%
O=C(CCn1c(=O)c2cccn2c2ccc(F)cc21)NCCc1ccccc1Cl	?	/	11%	5	/	/	/	4%
Cc1cc2c(Nc3ccccc3)ncnc2s1	31%	-1%	/	-19	0%	4%	-61*	11%
CCOCC(=O)Nc1cccc(NC(C)=O)c1	-23%	14%	-1%	-5	-11%	3%	-3	-11%
COC(=O)c1ccccc1NC(=O)CCCCCn1nnc2ccccc2c1=O	19%	-3%	22%	4	9%	-1%	10	-14%
Cc1cccc(NC(=O)Cc2csc(COc3cccc(C)c3)n2)c1	19%	/	26%	0	/	/	/	?
Cc1cc2cc(C(c3nnnn3CC3CCCO3)N3CCCc4ccccc43)c(=O)[nH]c2cc1C (stereo not given)	?	11%	-28%	13	0%	1%	?	2%
O=C(Nc1ccc(Cl)cn1)c1ccc(-c2cc(Cl)ccc2Cl)o1	22%	11%	-10%	5	5%	5%	24	11%
CN1CCN(C(=S)NC(=O)/C=C/c2cccc3ccccc23)CC1	0%	-1%	-19%	-12	-1%	-1%	5	-3%
CCSC(=O)NC12CC3CC(CC(C3)C1)C2	10%	-21%	-23%	-1	1%	13%	-26	11%
NC(=O)c1cc(S(=O)(=O)N2CCN(c3cccc(Cl)c3)CC2)cs1	-6%	7%	-5%	-2	-4%	6%	-20	4%
CC(C)n1cnc2c(NCc3ccccc3)cc(N[C@H](C)CO)cc21	?	-10%	-6%	-11	-2%	6%	?	-5%
O=C(N/N=C/c1ccc(N2CCOCC2)o1)c1cccc([N+](=O)[O-])c1	/	-20%	-12%	-2	-5%	2%	-12	6%
O=C1C=C(NCc2ccco2)C2(CCCCC2)O1	-20%	-4%	-11%	2	-1%	6%	4	-11%
Cc1cccc(C(=O)N2CCCC(CCC(=O)N3CCN(c4ccccn4)CC3)C2)c1 (stereo not given)	/	-1%	0%	12	0%	0%	17	-2%
Cc1ccc(C(=O)OC(C)C(=O)NCc2ccc3c(c2)OCO3)cc1S(=O)(=O)N1CCOCC1 (stereo not given)	/	-5%	-9%	-20	-6%	7%	3	0%
NC(=O)c1ccccc1OCC(=O)NS(=O)(=O)c1ccccc1	-13%	-4%	-1%	-2	0%	-5%	-65*	7%
Cc1cccc(NC(=O)CSCC(=O)NNC(=O)c2ccoc2C)c1	/	-2%	5%	2	-6%	4%	-8	-6%
O=C(NCCCN1CCCC1=O)c1cccc(S(=O)(=O)N2CCCCC2)c1	29%	0%	8%	2	1%[1.84 µM]	3%	12	-4%
Cc1ccc(C)c(CNS(=O)(=O)c2c(C)[nH]c(C)c2C(=O)N2CCCC2)c1	8%	18%	5%	-1	4%	4%	-8	2%
CCc1ccc(CNC(=O)C2Cc3cc(S(=O)(=O)N4CCCCCC4)ccc3N2C(C)=O)cc1 (stereo not given)	-12%	/	4%	0	/	/	/	-16%
O=c1cc(-c2ccccc2)nc2cc(-c3ccc(Br)cc3)[nH]n12	-22%	10%	2%	-19	-4%	-1%	-23	-1%
Cc1cccc(-n2c(CCc3ccccc3)nnc2SCC(=O)c2ccccc2)c1	39%	1%	?	0	?	25%	-1	37%
CC(C)(C)OC(=O)C(C(=O)OC(C)(C)C)c1ccc(Cl)nn1	3%	-1%	-2%	-7	2%	-4%	4	0%
O=C(O)c1nn(CC(=O)N2CCCCCC2)c(=O)c2ccccc12	-3%	3%	-9%	3	3%	7%	2	5%
Cc1sc(NC(=O)CCCCC(=O)Nc2sc(C)c(C)c2C(=O)O)c(C(=O)O)c1C	11%	-8%	-17%	4	-2%	1%	-2	6%
CCCOc1ccc(C(=O)NCC2OCCc3ccccc32)cc1OC (stereo not given)	4%	4%	24%[9.22 µM]	1	-1%	9%	13	16%
O=C(O)CC1SC(=O)N(CC(=O)c2ccccc2)C1=O (stereo not given)	2%	0%	8%	-5	0%	11%	-11	3%
O=C(CSc1nc2ccccc2c(=O)n1Cc1ccco1)Nc1cccc(O)c1	7%	1%	-21%	10	-1%	21%	-5	-11%
CC(C)(CO)CNC(=O)CCc1nnc(CCCc2ccccc2)o1	-13%	1%	5%	-4	-6%	12%	2	-13%
COc1ccc(CN2C(=O)CSCC2(C)C(=O)Nc2c(C)cccc2C)cc1 (stereo not given)	19%	-7%	0%	1	?	2%	-16	-7%
Oc1c(C(Nc2nccs2)c2ccc(C(F)(F)F)cc2)ccc2cccnc12 (stereo not given)	?	?	-68%[inhibitor]	39*	?	-3%	27	-75%[inhibitor]
CCNc1nc(NC(C)C)nc(SCCOc2ccc(C)cc2)n1	45%	-12%	13µM*	3	-12%	3%	4	4%
Cn1cnc(S(=O)(=O)NCc2ccccc2)c1	/	9%	11%	2	-3%	-1%	34	-10%
Cc1cccc(N(CC(=O)N2CCN(c3ccc(F)cc3)CC2)S(C)(=O)=O)c1C	15%	-14%	-11%	5	0%	6%	9	-19%
Cc1ccc2nc(NC(=O)COC(=O)c3ccccn3)sc2c1	5%	13%	23%[9.22 µM]	4	-6%	3%	-5	-5%
Cc1cc(C)cc(OCC(=O)N(Cc2cccs2)c2ccc(Cl)cc2)c1	25%	/	20%	3	/	/	/	9%
O=C(Nc1nccs1)c1ccc(COc2ccccc2Cl)o1	2%	-3%	7.1µM*	-7	-3%	14%	5	1%
CCC/C=C1/CCCOC(C(=O)NCCNCCO)(C(F)(F)F)C1 (stereo not given)	-18%	-3%	-14%	-20	-5%	-4%	-15	-10%
O=S(=O)(c1ccc(SCCOc2ccc(F)cc2)nc1)N1CCCC1	-3%	-10%	19%	0	-10%	12%	-2	-14%
COc1ccc(-c2n[nH]nc2C2=CC(=O)CC(C)(C)C2)cc1	-11%	-5%	23%	-3	-2%	10%	-7	-1%
CC(C)(C)OC(=O)C[C@H]1C/C=C\C[C@@H](CC(=O)N[C@@H](CO)Cc2ccccc2)C(=O)NC[C@H](c2ccccc2)OC1=O	-4%	4%	-1%	-7	0%	6%	2	5%
CN(Cc1cccs1)C(=O)Cn1cnc2ccccc2c1=O	3%	-1%	-10%	1	11%	-3%	8	4%
CCn1c(=O)c2cc(S(=O)(=O)NC3CCCCC3)ccc2n(CC)c1=O	14%	16%	-11%	9	8%	7%	-20	13%
CCN(CC)C(=O)C1(P(=O)(c2ccccc2)c2ccccc2)CCC1	-1%	-16%	0%	9	3%	-4%	5	0%
COc1cccc(C(=O)NC23CC4CC(CC(C4)C2)C3)c1	12%	5%	-25%[1.82 µM]	-2	7%	3%	1	3%
CCOC(=O)C(C)Sc1nc(-c2ccco2)cc(C(F)(F)F)c1C#N (stereo not given)	?	-12%	26%	0	-10%	-8%	-30	-10%
COc1cccc(NC(=O)Cn2c(SCC(=O)N3CCOCC3)nc3ccccc32)c1	16%	-2%	-22%	-16	2%	3%	30	-7%
CC(=O)Nc1ccc(C(=O)COC(=O)C2CC3CCCC(C2)C3=O)cc1 (stereo not given)	34%	0%	-9%	3	1%	3%	0	12%
NC(=O)c1c(N)[nH]c(C(=O)c2ccccc2)c1-c1ccccc1Br	-4%	3%	-2%	-6	-8%	0%	-52*	-14%
Cc1ccc(Nc2cc(C(=O)NCCc3ccccc3)c3ccccc3n2)c(C)c1	-23%	/	19%	-10	/	/	/	0%
S=c1[nH]nc(NC2CCCCC2)s1	-18%	-10%	4%	1	16%	20%	-7	1%

Part of the list above, field by field.
mol: Cc1ccc2nc(NC(=O)COC(=O)c3ccccn3)sc2c1
  FUS suppressor: 5% | EPAC2 antagonist: 13% | TDP-43 yeast inh: 23%[9.22 µM] | DRD3 agonist: 4 | aSyn yeast inh: -6% | EPAC2 ag: 3% | D3 antag: -5 | Abeta yeast res: -5%

mol: CC(=O)Nc1ccc(C(=O)COC(=O)C2CC3CCCC(C2)C3=O)cc1 (stereo not given)
  FUS suppressor: 34% | EPAC2 antagonist: 0% | TDP-43 yeast inh: -9% | DRD3 agonist: 3 | aSyn yeast inh: 1% | EPAC2 ag: 3% | D3 antag: 0 | Abeta yeast res: 12%

mol: COc1cccc(NC(=O)Cn2c(SCC(=O)N3CCOCC3)nc3ccccc32)c1
  FUS suppressor: 16% | EPAC2 antagonist: -2% | TDP-43 yeast inh: -22% | DRD3 agonist: -16 | aSyn yeast inh: 2% | EPAC2 ag: 3% | D3 antag: 30 | Abeta yeast res: -7%

mol: S=c1[nH]nc(NC2CCCCC2)s1
  FUS suppressor: -18% | EPAC2 antagonist: -10% | TDP-43 yeast inh: 4% | DRD3 agonist: 1 | aSyn yeast inh: 16% | EPAC2 ag: 20% | D3 antag: -7 | Abeta yeast res: 1%
